# Source: PubChem BioAssay
# Cdc42 wt – modulators of GTP binding to wildtype Cdc42, primary screen, biochemical, multiplex bead flow cytometry, Bodipy-GTP; GST-Cdc42 beads; actives lie on both sides; percent activity (GTP binding), % at 10 µM; 190,000 compounds, 0.2% hits; AID 761, 2007;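 active means percent activity GTP binding at least 20 points away from the 100% baseline, either down as inhibitor or up as activator; inconclusive means compound flagged as likely green fluorescent from well-wide comparison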;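 further: median bead fluorescence of bound Bodipy-FL-GTP at 100 nM; 0% = excess unlabeled GTP control and 100% = no compound control; below 100% means less GTP binding so inhibitor and above means activator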
# Target sequence (P60953 whole entry, looked up): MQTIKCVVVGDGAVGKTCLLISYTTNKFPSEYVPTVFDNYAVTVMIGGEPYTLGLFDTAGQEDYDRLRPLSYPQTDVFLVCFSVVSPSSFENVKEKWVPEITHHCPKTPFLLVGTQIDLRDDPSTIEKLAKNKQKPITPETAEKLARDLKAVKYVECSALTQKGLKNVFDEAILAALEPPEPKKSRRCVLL
# Avidin bead fluor – green autofluorescence of compounds with avidin beads – biophysical, 488/530 nm, flow cytometry, artefact control, profiling panel; AID 1775, 2009; fluorescence (KMESF) at 10 µM; 220,000 compounds, 0.38% hits; compound fluorescence 488/530 nm; active compounds read high; in the data active means fluorescence above about 47; further: inactives centre near 10
# Rab7 wt GTP bind – modulators of GTP binding to Rab7, primary screen, biochemical, wildtype, multiplex bead flow cytometry; Rab7 GTPase wild type (dog), Bodipy-FL-GTP binding; GST-Rab7 beads, fluorescent GTP binding; actives lie on both sides; untreated = 100%, excess cold GTP = 0%; GTP binding activity (percent of control), % at 10 µM; 190,000 compounds, 0.055% hits;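 active means fluorescent GTP binding to Rab7 beads changed by at least 20 points from the 100% baseline, either direction, mostly lower; inconclusive means compound itself probably fluorescent, or too few beads counted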;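 further: median green fluorescence of bound Bodipy-FL-GTP per Rab7 bead population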
# Bim-Mcl-1 – inhibitors of Bim peptide binding to Mcl-1, primary screen, biochemical, bead-based flow cytometry, multiplex; Induced myeloid leukemia cell differentiation protein Mcl-1 (Homo sapiens), Q07820; AID 1009, 2008; inhibition, % at 10 µM; 190,000 compounds, 0.1% hits; Bim peptide-Mcl-1 binding; in the data active means inhibition above about 40%;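 further: 0% = no compound tracer wells and 100% = peptide blocker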
# Target sequence (Q07820 whole entry, looked up): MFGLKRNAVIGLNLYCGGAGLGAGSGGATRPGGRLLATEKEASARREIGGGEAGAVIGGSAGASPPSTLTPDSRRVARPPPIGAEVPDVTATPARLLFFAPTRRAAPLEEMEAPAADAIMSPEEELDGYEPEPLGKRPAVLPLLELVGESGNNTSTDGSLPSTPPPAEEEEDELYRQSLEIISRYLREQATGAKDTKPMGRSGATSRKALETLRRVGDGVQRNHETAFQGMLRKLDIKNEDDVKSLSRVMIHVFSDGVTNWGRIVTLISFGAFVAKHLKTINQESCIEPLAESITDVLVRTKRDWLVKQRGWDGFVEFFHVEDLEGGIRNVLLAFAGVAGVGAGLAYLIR
# Rac1 wt GTP bind – wildtype Rac1 GTP binding modulators, primary screen, biochemical, GST-Rac1 beads, flow cytometry, multiplex; AID 757, 2007; 190,000 compounds, 0.27% hits; Ras-related C3 botulinum toxin substrate 1 (Homo sapiens), P63000; fluorescent GTP binding; actives lie on both sides; 0 = cold GTP competed, 100 = untreated; GTP binding activity (% of control), % at 10 µM;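 active means GTP binding activity at least 20 points away from the 100% control level, either lower or higher; inconclusive means compound flagged as likely green fluorescent, judged across all proteins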
# Rac1 mut GTP – GTP binding modulators of activated mutant Rac1, primary screen, biochemical, bead-based flow cytometry, multiplex, fluorescent GTP; GST-Rac1 activated beads; actives lie on both sides; 100% means binding = to untreated wells; percent activity (GTP binding), % at 10 µM; 190,000 compounds, 0.11% hits;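 active means GTP binding at least 20 percentage points away from the 100% baseline, in either direction, so actives lie on both sides; inconclusive means Compound likely fluorescent itself, or too few beads counted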
# Mcl1 Noxa PPI – Mcl-1/Noxa binding inhibitors, primary screen, biochemical, TR-FRET, 1536-well | Induced myeloid leukemia cell differentiation protein Mcl-1 (Homo sapiens), Q07820 | TR-FRET Mcl-1/Noxa peptide binding, 2 h | inhibition, % at 21.7 µM | 220,000 compounds, 1.5% hits | AID 1022, 2008;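 active means compounds that cut the protein-peptide binding signal by more than 50% relative to plate controls in a single-dose test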;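 further: His-tagged Mcl-1 with rhodamine Noxa BH3 peptide and terbium anti-His antibody; 0% = Mcl-1 plus Noxa peptide wells and 100% = peptide-only wells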
# HRas wt GTP bind – modulators of GTP binding to HRas wildtype, primary screen, biochemical, bead-based flow cytometry, multiplex; 190,000 compounds, 0.14% hits; GST-Ras wt beads, Bodipy-FL-GTP binding; actives lie on both sides; GTPase HRas (Homo sapiens), P01112; GTP binding activity, % at 10 µM;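 active means GTP binding activity at least 20% away from the 100% baseline, either lowered as inhibitor or raised as activator; inconclusive means flagged as likely green fluorescent, judged across all proteins in the well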;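 further: 0% = unlabeled GTP competition control and 100% = no-compound control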
# Target sequence (P01112 whole entry, looked up): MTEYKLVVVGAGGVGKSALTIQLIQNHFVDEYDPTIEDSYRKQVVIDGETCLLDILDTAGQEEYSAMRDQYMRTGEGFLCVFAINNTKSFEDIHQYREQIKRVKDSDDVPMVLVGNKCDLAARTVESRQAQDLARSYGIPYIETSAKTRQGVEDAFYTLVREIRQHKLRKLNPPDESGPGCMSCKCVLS
# Rab2A wt mod – modulators of GTP binding to Rab2A wildtype, primary screen, biochemical, dog, bead-based flow cytometry, multiplex; Ras-related protein Rab-2A (Canis lupus familiaris), P61105; GST-Rab2 wt beads, Bodipy-GTP binding; GTP binding activity, % at 10 µM; 190,000 compounds, 0.19% hits; AID 760, 2007;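 active means GTP binding activity at least 20 points away from 100%, either lowered or raised; inconclusive means signal likely due to the compound's own green fluorescence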;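 further: 0% = beads with excess unlabeled GTP and 100% = no-compound control corrected for plate trend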
# Mcl1 Bid PPI – Mcl-1/Bid binding inhibitors, primary screen, biochemical, TR-FRET, 1536-well. AID 1021, 2008. 220,000 compounds, 0.97% hits. TR-FRET Mcl-1/Bid-Dy647 peptide binding. Induced myeloid leukemia cell differentiation protein Mcl-1 (Homo sapiens), Q07820. inhibition, % at 21.7 µM;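 active means compounds that cut the binding signal by more than half at the single screening dose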;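 further: His-tagged Mcl-1 with europium anti-His antibody binding Bid BH3 peptide; 0% = Mcl-1 plus peptide wells and 100% = peptide-only wells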
# Pf gamet viab – late stage P. falciparum gametocyte viability inhibitors, primary screen, ATP luminescence, HTS; P. falciparum stage V gametocytes, 24 h; inhibition, % at 10.9 µM; 150,000 compounds, 0.065% hits;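 active means inhibition above the mean plus 3 SD of compounds within the control limits, set per campaign, cut at about 38% in these data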;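 further: 0% = DMSO wells and 100% = medium only without gametocytes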
# Active calls of the source: *; ? = inconclusive; . = not tested or not shown.
SMILES,Cdc42 wt,Avidin bead fluor,Rab7 wt GTP bind,Bim-Mcl-1,Rac1 wt GTP bind,Rac1 mut GTP,Mcl1 Noxa PPI,HRas wt GTP bind,Rab2A wt mod,Mcl1 Bid PPI,Pf gamet viab
C=CC#CC1(O)CC(C)[N+](C)(C)CC1C (centres undefined),95,21,103,-2,102,97,-2,99,99,-23,.
Cc1cc(NC(=O)CSc2ncnc3c2cnn3-c2cccc(Cl)c2)no1,95,13,96,-1,96,93,1,94,97,-7,8
O=C(c1ccc(-c2ccc([N+](=O)[O-])cc2Cl)o1)N1CCOCC1,97,6,93,2,98,96,28,97,97,14,6
COc1ccc(NC(=O)Nc2ccccc2C)c(OC)c1,100,9,98,0,99,96,10,99,99,-12,.
CCn1nc(C)c(NC(=O)CSc2nnc(-c3ccco3)n2C)c1C,103,14,101,-7,106,98,-11,103,102,18,.
CNC(=O)CSc1nnc(CCc2ccccc2)n1-c1ccccc1,99,8,101,-7,102,98,-18,101,100,15,.
Cc1cc(C)n2nc(C(=O)N/N=C/c3ccc(Cl)cc3)nc2n1,95,12,96,0,99,95,9,97,94,-8,.
Cc1ccccc1NC(=S)c1nc2ccccc2[nH]1,99,8,99,-8,102,99,-36,99,101,-48,5
COc1ccccc1N1CCN(CC(=O)Nc2ccc(C)c(F)c2)CC1,105,8,104,-4,108,100,30,102,105,-32,-3
CO/N=C(/C)CCS(=O)(=O)c1ccccc1,111,11,103,-5,108,105,20,104,104,-11,0
O=C(OCC(=O)N1CCCc2ccccc21)c1ccc(Br)o1,102,6,103,-1,103,99,-4,102,100,-30,.
CCCc1nnc(SCC(=O)N2CCCCC2C)n1CC1CCCO1 (centres undefined),106,11,101,1,102,100,2,103,101,-24,.
CSCC(C)N1CCC(CO)(CCCc2ccccc2)CC1 (centres undefined),96,6,101,-3,95,97,-12,97,100,-32,.
O=C(COc1cc(Cl)ccc1Cl)Nc1ccc2c(c1)CCC2,100,6,96,-1,103,98,8,98,97,-26,18
CN1CC=C2C(C#N)=C(N)C(C#N)(C#N)C(c3ccsc3)C2C1 (centres undefined),101,34,100,-1,102,98,12,98,99,-20,-6
CCOC(=O)C1(Cc2ccccc2)CCN(Cc2cccc3nccnc23)CC1,99,10,94,-2,100,97,-1,98,97,-20,.
COc1ccc(NC(=O)c2cc(S(=O)(=O)N(Cc3ccccc3)c3ccccc3)ccc2Cl)cn1,?,12,?,0,?,?,21,?,?,-1,-5
CC(=O)OC(Cn1ccnc1)c1ccccc1 (centres undefined),95,11,98,-4,101,97,3,97,97,22,6
CN1CCC(N(C)C(=O)Cc2ccccc2[N+](=O)[O-])CC1,98,10,101,0,98,98,2,96,97,-26,.
CC(/C=C/c1cccc([N+](=O)[O-])c1)=N/NC(=O)c1cccnc1,102,14,99,0,102,100,-6,100,100,-4,-12
CNC(=O)CCCc1nc(-c2ccccc2Cl)no1,105,16,100,1,107,102,2,102,101,-14,.
CC(OC(=O)c1oc2ccccc2c1COc1ccccc1)C(N)=O (centres undefined),97,16,104,-3,100,97,28,99,99,-17,24
Nc1ncnc2oc(-c3ccco3)c(-c3ccco3)c12,93,3,99,0,95,96,82*,94,93,0,.
Cc1ccc(S(=O)(=O)N(C)C)cc1NC(=S)NCCc1ccccn1,95,10,94,-1,98,96,21,96,98,-55,.
COc1ccc(NC(=O)CSc2n[nH]c(N)n2)cc1OC,98,11,98,0,100,95,-5,99,96,-8,.
CCOc1ccc(/C=C2/C(=O)N(c3ccc(OC)cc3)C(=S)N2CC(=O)OC)cc1OCC,97,9,103,0,103,98,-2,100,97,4,.
CCCNCC(O)COc1ccccc1C(=O)CCc1ccccc1 (centres undefined),102,10,98,-4,104,101,5,101,98,47,.
COc1cc(OC)cc(-c2n[nH]c(=S)n2-c2ccc3c(c2)OCCO3)c1,90,8,90,-5,93,86,51*,87,88,-29,-5
COCCN(C(=O)C(F)(F)F)C(C(=O)NC1CCCCC1)c1ccco1 (centres undefined),99,3,96,-4,100,98,-15,97,98,-31,.
Cc1ccc(COc2coc(CO)cc2=O)cc1,102,13,98,-2,103,101,15,104,100,6,-22
Cc1ccc2c(c1)NC(=O)C(CC(=O)Nc1ccc(CN3CCC(C)CC3)cc1)O2 (centres undefined),98,6,101,-1,98,97,12,99,100,-14,.
COc1ccc(C(=O)NC2(C(F)(F)F)N=C3SCCN3C2=O)cc1 (centres undefined),105,5,96,0,102,101,25,102,103,23,3
CC1CCN(C(=O)CSc2nc3[nH]ncc3c(=O)[nH]2)CC1,101,17,99,-6,100,98,0,96,95,-60,-2
O=C(Nc1cc2c(ccc3ccccc32)oc1=O)C1CCCCC1,99,5,96,-3,96,94,-5,97,97,-9,.
Cn1c(SCC(=O)N2CCCc3ccccc32)nnc1-c1ccccc1,100,13,103,-4,99,97,9,101,101,-28,0
CC(C)(C)c1ccc(C(=O)O)c(C(=O)c2ccccc2)c1,94,6,97,-3,96,92,9,92,94,-34,1
Cc1ccsc1/C=N\NC(=O)CC(=O)NCc1ccccc1,98,12,90,-3,94,98,-2,96,94,-29,5
O=C(Nc1cccc(F)c1)c1cc(S(=O)(=O)NCCC2=CCCCC2)ccc1F,105,5,97,-2,101,97,9,98,97,-7,.
N#Cc1ccc(NC(=O)N2CCC(c3nc4c(nnn4Cc4cccc(Cl)c4)c(=O)[nH]3)CC2)cc1,92,6,94,0,92,88,2,93,90,13,.
COc1ccc(C)cc1NC(=O)CN(C)S(=O)(=O)c1cccs1,97,16,100,-3,98,98,10,99,100,-19,0
COc1cccc(N(C(=O)C2CSC(=O)C2)C(C(=O)NC(C)(C)C)c2ccncc2)c1 (centres undefined),98,10,96,2,98,97,6,100,97,-6,.
COc1cc(C(=O)Nc2ccc3c(c2)Cc2cc(NC(=O)c4cc(OC)c(OC)c(OC)c4)ccc2-3)cc(OC)c1OC,94,14,93,-2,94,94,10,91,92,-7,-9
COc1cc2ccc(=O)oc2c(O)c1OCC=C(C)C,104,5,104,0,107,100,16,103,103,-8,.
CC(C)C(=O)NC(=S)Nc1ccc(S(=O)(=O)NC(C)(C)C)cc1,104,13,99,-2,103,100,10,104,104,-48,18
CC(C)CC(=O)NC(=S)NCc1ccccc1,107,6,101,-6,105,100,10,102,99,-64,.
CCN(CC)S(=O)(=O)c1cc(NC(=O)c2ccc(Br)s2)ccc1C,92,11,96,4,92,92,8,95,93,-9,-3
C[n+]1ccn(CC(=O)c2ccc(Cl)cc2)c1,99,4,99,-3,100,99,-6,98,99,-2,.
COc1ccccc1NC(=S)NC(C)=O,99,10,94,-1,101,98,5,100,99,-20,-1
COc1ccc(CCN(C)CC(O)c2ccccc2)cc1OC (centres undefined),95,12,93,-2,97,97,21,98,97,-6,-4
Cn1c(=O)c2c(nc(N/N=C/c3ccc(OC(=O)c4ccco4)cc3)n2Cc2ccccc2Cl)n(C)c1=O,99,3,100,-6,100,97,14,99,96,-19,.

# Next results
SMILES,Cdc42 wt,Avidin bead fluor,Rab7 wt GTP bind,Bim-Mcl-1,Rac1 wt GTP bind,Rac1 mut GTP,Mcl1 Noxa PPI,HRas wt GTP bind,Rab2A wt mod,Mcl1 Bid PPI,Pf gamet viab
CCOC(=O)c1c(C)[nH]c(C(=O)COC(=O)c2ccc(N3CCCC3=O)cc2)c1C,101,10,100,-7,104,99,-81,99,101,-86,.
COc1ccc(C(C)=O)cc1CSc1nc2nc(C)cc(C)n2n1,96,8,99,2,95,94,8,97,97,-36,-15
CC(=O)N1N=C(c2ccc(C)o2)CC1c1ccc(Br)cc1 (centres undefined),100,37,96,0,100,97,5,97,99,-6,.
Cc1ccc(-c2c[n+](CC(=O)N3c4ccccc4Sc4ccccc43)c3n2CCC3)cc1,106,15,102,-6,104,100,3,101,98,-6,-16
CN(C)C(CNC(=O)Cc1ccc([N+](=O)[O-])cc1)c1ccccc1 (centres undefined),97,9,93,0,91,94,-2,96,99,-5,10
Fc1ccc(/C=N/NC2=Nc3cccc4cccc2c34)cc1,98,14,101,0,100,99,24,102,101,-12,-7
Cc1noc(C)c1CSc1nnc2scc(-c3ccccc3)n12,106,38,101,-4,105,100,-2,103,103,-16,26
CC(C)(C)NC(=O)Nc1ccc(F)c(Cl)c1,99,7,105,-2,103,97,3,101,103,-38,4
Cc1csc(NC(=O)CSc2nnc(CCNC(=O)c3cccs3)n2C)n1,103,7,96,-3,103,100,-8,99,99,-3,7
CCOc1ccc(N2CC(C(=O)Nc3cc(C)on3)CC2=O)cc1 (centres undefined),101,27,97,-1,102,98,21,99,99,-22,.
COC(=O)c1ccccc1NC(=O)CN1CCC(NC(=O)c2ccc(C)cc2)CC1,105,10,102,-1,110,103,10,104,106,-15,-17
Cc1ccccc1NC(=O)c1c2c(nc3ccccc13)CCC2,96,8,97,1,95,94,19,96,97,-56,-7
O=C(CNS(=O)(=O)c1ccc(F)cc1)N1CCN(c2ccccc2)CC1,102,6,101,-1,100,99,-8,97,100,-13,6
CCOC(=O)c1ccccc1NC1CC(=O)N(c2ccccc2C)C1=O (centres undefined),103,12,100,-2,101,99,31,101,99,10,.
COCCN(C(=O)CSc1nnc(C)n1Cc1ccccc1)c1c(N)n(Cc2ccccc2)c(=O)[nH]c1=O,96,21,93,-7,98,98,4,93,93,-22,.
COc1ccc(CCNC(=O)CN2C(=O)c3ccccc3C2=O)cc1,99,10,103,0,100,94,5,102,103,2,.
CCC(CC)C(=O)c1c[nH]c(C(=O)NCC2CCCO2)c1 (centres undefined),98,.,93,-3,99,97,12,98,95,-26,16
COc1cc2[nH]c(=O)n(CCCCCC(=O)N3CCN(c4ccccn4)CC3)c(=O)c2cc1OC,99,35,101,0,100,99,-6,100,98,-2,-16
